Screens: PubChem, several laboratories
HUVEC prolif 384 = inhibitors of human endothelial cell proliferation. HUVEC proliferation, CellTiter-Glo luminescence, 72 h; hits give low values. viability, % at 10 µM (by protocol). AID 648. 86,000 compounds, 1.1% hits;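 active = viability at or below 30%; inactive = viability above 30%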;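 also: 100% = median luminescence of DMSO-only cell control wells on each plate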
H69AR inhibit = growth inhibitors of human H69AR lung tumor cells; H69AR lung tumor viability, ATP luminescence, 72 h; hits give low values; viability, % at 10 µM; 85,000 compounds, 6% hits; AID 598;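 active = viability at or below 40%; inactive = viability above 40%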;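 also: multidrug resistant small cell line overexpressing MRP-1 efflux transporter; 100% = mean luminescence of untreated control wells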
Lung fibro prol = blocks proliferation of human lung fibroblasts. LL 47 human lung fibroblast viability, ATP luminescence; hits give low values. viability, % at 10 µM. AID 719. 85,000 compounds, 1.1% hits;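 active = viability at or below 50% in the single dose screen; inactive = viability above 50%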;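 also: compound exposure lasted 72 h before the ATP readout; 100% = median luminescence of untreated cell-only wells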
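Benchmarks: Cell-only wells, no compound | Test system: LL 47 human lung fibroblasts, passage 12 or lower | Input: 1,150 cells/well | Measured by: CellTiter-Glo luminescence measuring cellular ATP | Medium: IMEM, 15% FBS supplement | Schedule: Overnight attachment after seeding, then 72 h compound exposure at 37 °C | Doses: Compound addition at 0.1% DMSO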
CD11b adhes inh = blocks human CD11b/CD18 adhesion to fibrinogen | P05107+P11215 | K562 CD11b/CD18 adhesion to fibrinogen, ATPlite luminescence; Mn2+ added to activate the integrin | inhibition, % at 10 µM | 93,000 compounds, 0.54% hits;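 active = primary inhibition of 50% or more at 10 µM, then 40% or more on retest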; also: some results filed as inactive read as strong as hits
CYP2C19 inh = human CYP2C19 inhibition; P33261; CYP2C19 Supersomes, luciferin-H EGE luminescence, 30 min; inhibition, % at 5 µM; 96,000 compounds, 21% hits; AID 778;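 active = CYP2C19 inhibition above a set limit at 5 µM in the primary screen, cut at about 50% in these data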;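 also: plate controls were negative control wells for no effect and 2.5 mM tranylcypromine positive control for full effect; values of inactives mirror those of a sister screen read the other way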
Target sequence (P33261 whole entry, looked up): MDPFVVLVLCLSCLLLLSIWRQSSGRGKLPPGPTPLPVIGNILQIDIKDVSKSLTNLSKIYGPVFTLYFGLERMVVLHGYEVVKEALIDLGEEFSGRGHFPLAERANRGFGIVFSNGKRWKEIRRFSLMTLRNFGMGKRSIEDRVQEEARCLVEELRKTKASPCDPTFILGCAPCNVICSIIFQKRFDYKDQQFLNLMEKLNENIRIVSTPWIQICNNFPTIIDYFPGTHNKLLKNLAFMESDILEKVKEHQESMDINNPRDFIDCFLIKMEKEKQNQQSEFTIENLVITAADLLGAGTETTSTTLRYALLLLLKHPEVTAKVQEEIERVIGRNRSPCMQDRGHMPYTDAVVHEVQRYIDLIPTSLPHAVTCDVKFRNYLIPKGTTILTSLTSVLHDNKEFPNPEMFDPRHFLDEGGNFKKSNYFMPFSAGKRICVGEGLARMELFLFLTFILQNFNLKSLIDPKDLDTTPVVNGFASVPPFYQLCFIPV
ERa coact inh = ER-alpha (human) coactivator binding inhibition; AID 629; TR-FRET ER-alpha LBD / SRC-1 peptide, estradiol-bound; 86,000 compounds, 1.7% hits; inhibition, % at 25.6 µM; in the data active = inhibition above about 50%;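 also: 0% = receptor plus peptide control and 100% = peptide only without receptor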
Target sequence (P03372 whole entry, looked up, the tested form may be a part): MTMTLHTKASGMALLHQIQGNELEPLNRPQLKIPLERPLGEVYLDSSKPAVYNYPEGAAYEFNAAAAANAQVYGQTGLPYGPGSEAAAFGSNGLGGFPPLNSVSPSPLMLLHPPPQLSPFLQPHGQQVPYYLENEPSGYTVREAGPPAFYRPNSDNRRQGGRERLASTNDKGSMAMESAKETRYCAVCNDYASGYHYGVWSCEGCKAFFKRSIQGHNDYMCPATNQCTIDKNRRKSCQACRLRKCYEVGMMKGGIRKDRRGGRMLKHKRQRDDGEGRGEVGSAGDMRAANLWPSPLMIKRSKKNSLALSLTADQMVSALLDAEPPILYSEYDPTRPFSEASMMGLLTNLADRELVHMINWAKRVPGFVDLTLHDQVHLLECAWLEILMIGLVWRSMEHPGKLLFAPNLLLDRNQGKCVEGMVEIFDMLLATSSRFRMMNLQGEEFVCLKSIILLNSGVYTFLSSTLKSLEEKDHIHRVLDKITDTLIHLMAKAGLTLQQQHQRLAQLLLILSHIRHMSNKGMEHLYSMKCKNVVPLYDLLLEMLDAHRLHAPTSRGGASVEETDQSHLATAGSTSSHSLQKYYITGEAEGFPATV
CYP2C19 act = cytochrome P450 2C19 (human) activation; P33261; recombinant CYP2C19, luciferin-H EGE luminescence; hits give high values; 0 = fully inhibited enzyme, 1 = untreated enzyme; activation factor at 5 µM; 96,000 tested, under 10 active; AID 1025;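 active = activation factor of at least 2 at 5 µM in the primary screen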;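 also: 0 = wells with 2.5 mM tranylcypromine and 1 = vehicle-only wells; values of inactives mirror those of a sister screen read the other way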
Mac1 fbg enh = increases human CD11b/CD18 adhesion to fibrinogen; P05107+P11215; activation, % at 10 µM; 93,000 compounds, 0.07% hits; K562 CD11b/CD18 adhesion to fibrinogen, ATPlite luminescence; AID 1499;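 active = 10 µM primary screen giving 50% or more activity, confirmed by 40% or more on retest at that dose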; also: strong numbers were not always called active
ERa coact pot = ER-alpha (human) coactivator binding potentiation | coactivator binding (% of control), % at 25.6 µM | 86,000 compounds, 1.3% hits | P03372 | AID 639 | TR-FRET ERalpha-LBD/SRC-Cy5 coactivator binding, 2 h; 100 = basal binding, no effect; in the data active = activity above about 200%;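 also: binding measured in presence of low estradiol as agonist stimulus; 0% = peptide alone without receptor and 100% = receptor with peptide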
* hit, by the source's call; . = not tested or not shown; [ ] = dose if it differs, or a comment.

SMILES | HUVEC prolif 384 | H69AR inhibit | Lung fibro prol | CD11b adhes inh | CYP2C19 inh | ERa coact inh | CYP2C19 act | Mac1 fbg enh | ERa coact pot
Cc1ccc(CNC(=O)C2(C)Oc3ccccc3NC2=O)cc1 (stereo not drawn) | 101 | 96 | 100 | 3 | 79* | -8 | 0.2 | -3 | 96[fluorescence artefact?]
Fc1ccccc1CCNc1nnnn1-c1ccccc1 | 103 | 92 | 100 | -5 | 73* | -6 | 0.3 | 1 | 146[fluorescence artefact?]
O=C(c1cc(-c2ccc(Cl)c(Cl)c2)on1)N1CCN(c2ccccc2)CC1 | . | . | . | -8 | -6 | . | 1.1 | 4 | .
CCc1ccc2c(COC(=O)c3n[nH]c4ccccc34)cc(=O)oc2c1 | 105 | 79 | 90 | 7 | 58* | 32[fluorescence artefact?] | 0.4 | -3 | 161
Clc1ccc(C2=Nn3c(nnc3-c3cccnc3)SC2)s1 | 90 | 69 | 97 | -13 | 6 | 17 | 0.9 | -3 | 113[fluorescence artefact?]
Cc1nc(SCC(=O)Nc2ccnc3ccccc23)n[nH]1 | 93 | 81 | 94 | -21 | 20 | -2 | 0.8 | -2 | 92
COc1ccc(N2C(=O)CC(N3CCC(O)(c4ccc(Br)cc4)CC3)C2=O)cc1 (stereo not drawn) | 109 | 100 | 95 | 8 | -1 | 0 | 1 | 4 | 109
COC(=O)C1=C(N)c2c(F)cccc2C1(C#N)c1ccc(F)cc1 (stereo not drawn) | 89 | 77 | 100 | 4 | 66* | -2 | 0.3 | -1 | 86
Cc1ccccc1OCc1nnc(SCC(=O)Nc2ccc3c(c2)OCO3)n1C | 67 | 70 | 98 | -3 | 76* | 0 | 0.2 | 0 | 99
NC(=O)Cn1c(=O)n(Cc2ccco2)c(=O)c2c3c(sc21)CCCCC3 | 90 | 72 | 101 | . | 21 | 91*[fluorescence artefact?] | 0.8 | . | 17[fluorescence artefact?]
O=C(CN1C(=O)C2CC=CCC2C1=O)Nc1nc2ccccc2[nH]1 (stereo not drawn) | 88 | 90 | 97 | -24 | -5 | -5 | 1 | 0 | 130
COc1ccc(N2C(=O)CC(NCc3cccc(F)c3)C2=O)cc1 (stereo not drawn) | 95 | 91 | 100 | -6 | 13 | -12 | 0.9 | -4 | 100
O=C1Nc2ccc(Br)cc2C1=Nc1ccc(-c2nnc3n2CCCCC3)cc1 | 78 | 58 | 96 | -12 | -30 | 11 | 1.3 | -2 | 98
COCCn1nnnc1C(c1cc(OC)ccc1OC)N1CCc2ccccc2C1 (stereo not drawn) | 86 | 86 | 91 | -26 | 59* | -4 | 0.4 | -1 | 124
Cn1cc(SCC(=O)Nc2nccs2)c2ccccc21 | 87 | 96 | 95 | -7 | 64* | -5 | 0.4 | -2 | 112
CCn1c(SCC(=O)c2ccc(NS(=O)(=O)c3ccccc3)cc2)nnc1-c1cccs1 | 100 | 73 | 102 | -2 | 22 | 9 | 0.8 | 0 | 86[fluorescence artefact?]
CCOC(=O)c1sc(NC(=O)c2cc(-c3ccc(C)cc3)nc3ccccc23)c(C#N)c1C | . | . | . | -20 | 15 | . | 0.9 | -10 | .
Cc1ccc2oc(=O)c3cnn(CC(=O)N4CCN(c5ccccn5)CC4)c3c2c1 | 79 | 95 | 95 | 8 | 11 | 1 | 0.9 | 6 | 117
CCOc1ccc(/C(O)=C2/C(=O)C(=O)N(Cc3cccnc3)C2c2ccc(N(C)C)cc2)c(C)c1 (stereo not drawn) | 94 | 107 | 98 | . | 4 | -4 | 1 | . | 125[fluorescence artefact?]
CN(C)/C=C/C=C1C(=O)CCCC1=O | 93 | 101 | 108 | . | . | 39 | . | . | 66
CC(=O)N1CCCc2cc(S(=O)(=O)N(C)CCC#N)ccc21 | . | . | . | 12 | -12 | . | 1.1 | -2 | .
COc1ccc2nc(/N=C\N(C)C)sc2c1 | 98 | 94 | 101 | . | 10 | -33 | 0.9 | . | 118
NC(=O)CSc1c[nH]c2ccccc12 | 90 | 89 | 100 | . | . | -1 | . | . | 118
COc1cc(C2N=C(c3ccccc3)NO2)cc(Br)c1O (stereo not drawn) | 86 | 83 | 89 | -2 | 87* | -18 | 0.1 | 2 | 84
CSCC[C@@H](C(=O)Nc1ccc2c(c1)OCCO2)N1Cc2ccccc2C1=O | 85 | 95 | 86 | -1 | 14 | -9 | 0.9 | -2 | 114
COC(=O)/C(=C/c1c[nH]c2ccccc12)[N+](=O)[O-] | . | . | . | 42 | -3 | . | 1 | -4 | .
O=C(O)c1cc(N2C(=O)C3CC=CCC3C2=O)ccc1NCc1cccnc1 (stereo not drawn) | . | . | . | -17 | 15 | . | 0.8 | -8 | .
O=C(Nc1cccnc1)c1ccc(COc2ccccc2Cl)o1 | 45 | 60 | 80 | . | 46 | 5 | 0.5 | . | 76
O=C(NC1CCCC1)C(c1ccncc1)N(CC1CCCO1)C(=O)Cn1nnc(-c2cccs2)n1 (stereo not drawn) | 96 | 92 | 104 | -17 | 78* | -7 | 0.2 | 7 | 99
CCNc1nc(NCC)n2c(SCc3ccc(F)cc3)nnc2n1 | 103 | 84 | 94 | 2 | 96* | -15 | 0 | 0 | 116

3 entries from above, ordered by the value under CYP2C19 act, lowest first:
canonical_smiles,CD11b adhes inh,CYP2C19 inh,ERa coact inh,CYP2C19 act,Mac1 fbg enh,ERa coact pot
Clc1ccc(C2=Nn3c(nnc3-c3cccnc3)SC2)s1,-13,6,17,0.9,-3,113[fluorescence artefact?]
COc1ccc(N2C(=O)CC(N3CCC(O)(c4ccc(Br)cc4)CC3)C2=O)cc1 (stereo not drawn),8,-1,0,1,4,109
O=C(c1cc(-c2ccc(Cl)c(Cl)c2)on1)N1CCN(c2ccccc2)CC1,-8,-6,.,1.1,4,.

The results go on:
SMILES | HUVEC prolif 384 | H69AR inhibit | Lung fibro prol | CD11b adhes inh | CYP2C19 inh | ERa coact inh | CYP2C19 act | Mac1 fbg enh | ERa coact pot
CCOC(=O)C(=O)/C(=C\N(C)C)c1onc(-c2c(Cl)cccc2Cl)c1C(=O)OC | . | . | . | -8 | 55* | . | 0.5 | 0 | .
COC(=O)/C=C1/SC(=Nc2ccc(C)cc2C)NC1=O | . | . | . | -6 | 50 | . | 0.5 | -3 | .
CCC(=O)Nc1cc(C)c(NC(=O)C23CC4CC(CC(C4)C2)C3)cn1 | 116 | 88 | 103 | . | . | 5 | . | . | 122
CCOC(=O)c1c(C)c(C(=O)NCCCN2CCCC2=O)c(C)n1CC | 89 | 94 | 98 | 2 | -8 | -6 | 1.1 | 2 | 127
O=C(Oc1cccc(-n2cnnn2)c1)c1sc2ccccc2c1Cl | 88 | 99 | 102 | -20 | 4 | 19[fluorescence artefact?] | 1 | -1 | 246*
Nc1nnc(SCc2ccc(Cl)cc2)s1 | 98 | 100 | 107 | . | . | 3 | . | . | 75
COc1cccc(-c2cc(C(=O)Nc3cnn(Cc4ccc(F)cc4)c3)no2)c1 | 91 | 112 | . | -1 | -12 | 2 | 1.1 | 4 | 105[fluorescence artefact?]
CCC1CCCCN1Cc1nc2c(c(=O)n(C)c(=O)n2C)n1Cc1ccccc1 (stereo not drawn) | 87 | 89 | 86 | . | . | -5 | . | . | 109
Cc1ccc(-c2cc(C(=O)NCc3ccco3)no2)cc1 | 113 | 94 | 104 | 10 | 34 | -9 | 0.7 | -1 | 112
CCCC(c1nnnn1Cc1ccccc1)N1CCC(C(N)=O)CC1 (stereo not drawn) | 92 | 95 | 102 | -8 | 9 | -6 | 0.9 | 2 | 119
CCOC(=O)c1cc2ccccc2nc1C | 112 | 101 | 108 | -6 | 13 | -10 | 0.9 | 0 | 162
CCC(C)NC(=O)C1CCCCN1S(=O)(=O)c1ccc(F)cc1 (stereo not drawn) | 93 | 55 | 100 | -7 | 20 | 0 | 0.8 | -2 | 108[fluorescence artefact?]
CCNC(=S)Nc1cccc(Cl)c1C | . | . | . | -2 | 48 | . | 0.5 | 0 | .
CN(C)Cc1nc2c([nH]1)c(=O)n(C)c(=O)n2C | 105 | 103 | 97 | -51 | 51* | -1 | 0.5 | 1 | 122[fluorescence artefact?]
C=CCc1cccc(/C=N/c2nc3ccccc3n2CC)c1O | . | . | . | 1 | -5 | . | 1 | -3 | .

Exported with each value named: 2 of the compounds above.
Structure: CCOC(=O)c1sc(NC(=O)c2cc(-c3ccc(C)cc3)nc3ccccc23)c(C#N)c1C
  HUVEC prolif 384: .
  H69AR inhibit: .
  Lung fibro prol: .
  CD11b adhes inh: -20
  CYP2C19 inh: 15
  ERa coact inh: .
  CYP2C19 act: 0.9
  Mac1 fbg enh: -10
  ERa coact pot: .

Structure: COC(=O)/C=C1/SC(=Nc2ccc(C)cc2C)NC1=O
  HUVEC prolif 384: .
  H69AR inhibit: .
  Lung fibro prol: .
  CD11b adhes inh: -6
  CYP2C19 inh: 50
  ERa coact inh: .
  CYP2C19 act: 0.5
  Mac1 fbg enh: -3
  ERa coact pot: .

Additional results follow:
SMILES | HUVEC prolif 384 | H69AR inhibit | Lung fibro prol | CD11b adhes inh | CYP2C19 inh | ERa coact inh | CYP2C19 act | Mac1 fbg enh | ERa coact pot
COc1ccc(-c2nn(-c3ccccc3)cc2C#N)cc1 | 96 | 76 | 97 | -11 | 3 | 9 | 1 | -4 | 130[fluorescence artefact?]
CN(C)S(=O)(=O)N1CCN(C(=O)c2ccccc2Cl)CC1 | 94 | 112 | 101 | -13 | 76* | 1 | 0.2 | 2 | 83
COc1cccc2sc(Nc3nnc(-c4cccs4)o3)nc12 | 2.8* | 23* | 41* | 30 | -11 | 16[fluorescence artefact?] | 1.1 | -3 | 89
CC(C)=CCC/C(C)=C/CN(CC(C)O)CC(C)O (stereo not drawn) | . | . | . | -4 | -12 | . | 1.1 | -1 | .
Cc1cc(C)n(-c2nncn2/N=C/c2ccccc2F)n1 | 94 | 99 | 104 | -9 | -9 | -10 | 1.1 | -4 | 111
Cc1ccc2c(c1)cc(C)c1nnc(SCC(=O)NCc3ccco3)n12 | 93 | 76 | 100 | 7 | 23 | 25 | 0.8 | 0 | 83[fluorescence artefact?]
CC(C)(C)C(=O)NC(=S)Nc1cc(C(=O)O)ccc1Cl | . | . | . | -6 | -14 | . | 1.1 | -2 | .
COc1cc(C(c2nnnn2C(C)(C)C)N2CCN(c3nc4ccccc4s3)CC2)ccc1O (stereo not drawn) | 96 | 9.0* | 84 | -5 | 61* | -2 | 0.4 | -3 | 99
CC(C)Sc1nc2c(cnn2-c2ccccc2)c(=O)[nH]1 | 79 | 86 | 92 | 1 | -7 | 2 | 1.1 | 0 | 106
O=C1CC2(CCCCC2)Oc2ccc(O)cc21 | . | . | . | -2 | 60* | . | 0.4 | -2 | .
O=C(Nc1ccc2c(c1)oc1ccccc12)c1ccncc1 | 107 | 69 | 110 | -2 | 82* | 4 | 0.2 | 5 | 124
Cc1ccc(-c2nc3ccccc3[nH]2)cc1N | 86 | 64 | 85 | 17 | 47 | 8 | 0.5 | -2 | 108
Cc1cccc(CSc2nc3c(cc2C#N)CCC3)c1 | 92 | 87 | 89 | . | . | 21[fluorescence artefact?] | . | . | 179[fluorescence artefact?]
Cc1cc(-n2nc(C)cc2C)n2ncc(-c3ccccc3)c2n1 | 86 | 82 | 86 | 3 | 35 | -7 | 0.7 | -1 | 114
COc1cc2c(cc1OC)C(c1cccs1)N(C(=O)C(C)C)CC2 (stereo not drawn) | 107 | 52 | 98 | . | 63* | 2 | 0.4 | . | 126[fluorescence artefact?]

Compounds were not picked by outcome; 26% or so of the library scored in one or more.
